# BRCT inh green = qHTS Assay for Inhibitors of BRCT-Phosphoprotein Interaction (Green Fluorophore) | Breast cancer type 1 susceptibility protein (Homo sapiens), P38398 | BRCA1 BRCT-phosphopeptide binding, green fluorescence polarization | Potency, µM (highest dose often 76.9 µM), for the others: at the top dose activity change, negative = inhibition, hits mostly inhibitors | actives 0.05% (n = 75,000);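 further: potency means the concentration at half of the fitted maximal effect; plate controls were peptide without protein for full effect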
#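 Compounds were incubated for 12 min at room temperature with a complex of 100 nM fluorescein-tagged pBACH1 decapeptide and 250 nM His-tagged BRCT protein. Buffer was phosphate pH 7.3 with EDTA, DTT and Tween 20. Disruption of binding lowers the polarization signal.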
# BRCT inh red = qHTS Assay for Inhibitors of BRCT-Phosphoprotein Interaction (Red Fluorophore); Potency, µM (highest dose often 76.9 µM), without a hit: top-dose activity change, negative = inhibition, hits mostly inhibitors; Breast cancer type 1 susceptibility protein (Homo sapiens), P38398; actives 0.03% (n = 75,000); BRCT-phosphopeptide binding, red fluorescence polarization; AID 892, 2007; further: on the % scale 0 is the no-effect control and ±100 the full control effect
#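 Rhodamine-labelled pBACH1 10-mer (100 nM) bound to BRCT domain (100 nM) at pH 7.3; compounds incubated 12 min room temperature, polarization read. Free peptide defines full inhibition; unlabelled decapeptide titrated as control.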
# 4MU fluor = qHTS Assay for Spectroscopic Profiling in 4-MU Spectral Region; compound autofluorescence, 340/450 nm, 4-MU equivalents; hits give high values; max dye-equivalent concentration, M; actives 11% (n = 59,000); in the data active means max dye-equivalent concentration above about 10 nM; inconclusive means mostly about 1.1 nM to 9.6 nM
#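 Compounds in 100 mM Tris, pH 8.0, incubated 15 min at room temperature, then fluorescence read at 340 nm excitation/450 nm emission. Signal converted to 4-MU dye-equivalent concentration using an on-plate six-point 4-MU standard curve.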
# TexasRed autofl = qHTS Assay for Spectroscopic Profiling in Texas Red Spectral Region; Compound fluorescence, Texas Red channel, 547/618 nm; hits give high values; max dye-equivalent concentration, M; actives 0.06% (n = 59,000); AID 587, 2007; in the data active means max dye-equivalent concentration above about 10 nM; inconclusive means between about 1.1 nM and that limit
#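 Compound fluorescence was read after 15 min at room temperature in 100 mM Tris, pH 8.0, using 547 nm excitation and 618 nm emission across a concentration series. It was expressed as Texas Red dye-equivalent concentration from an on-plate standard curve.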
# Fluorescein fluor = qHTS Assay for Spectroscopic Profiling in Fluorescein Spectral Region | actives 0.91% (n = 59,000) | AID 593, 2007 | Compound autofluorescence, 480/540 nm, fluorescein-equivalent; hits give high values | max fluorescein-equivalent concentration, M; in the data active means max fluorescein-equivalent concentration above about 10 nM; inconclusive means between about 1.1 nM and that limit
#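 Tris 100 mM pH 8.0; 15 min RT; CCD read, ex 480/em 540 nm. Output: fluorescein-equivalent concentration per compound concentration, from six-point dye series on each plate.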
# HEK293 cAMP ctrl = qHTS Assay for Agonists of the Thyroid Stimulating Hormone Receptor: Activators of Intracellular cAMP Concentrations in Parental HEK 293; parental HEK293 CNG cAMP sensor, membrane potential fluorescence; Potency, µM (highest dose often 57.1 µM), for the others: top-dose activation, usual class: activators; actives 2.5% (n = 73,000); AID 938, 2007; further: potency means the concentration at half of the fitted maximal effect; % of control where 0% means no effect; nearly all actives have a fitted effect of over 55% in size
#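 Counterscreen for endogenous-receptor signalling: CNG-channel HEK 293 cells report cAMP rise by membrane depolarization. After 60 min dye equilibration with 100 uM RO 20-1724, compounds incubated 30 min before bottom-read fluorescence at 590 nm.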
# Casp1 inh = qHTS Assay for Allosteric/Competitive Inhibitors of Caspase-1. Potency, µM (doses to about 57.5 µM), for inactives: at the top dose activity change, negative = inhibition, hits mostly inhibitors. Caspase-1 enzyme, Ac-WEHD-AFC fluorogenic rate. actives 0.03% (n = 75,000);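 further: potency means the concentration at half of the fitted maximal effect; plate controls were vehicle for no effect and no substrate for full effect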
# Target sequence (P29466 120-297 limits assumed): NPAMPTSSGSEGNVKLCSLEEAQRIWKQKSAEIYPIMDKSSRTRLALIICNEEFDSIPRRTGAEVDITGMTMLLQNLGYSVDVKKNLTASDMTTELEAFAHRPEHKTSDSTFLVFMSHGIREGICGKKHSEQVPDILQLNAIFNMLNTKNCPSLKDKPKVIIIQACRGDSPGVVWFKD
# Target sequence (P29466 317-404 limits assumed): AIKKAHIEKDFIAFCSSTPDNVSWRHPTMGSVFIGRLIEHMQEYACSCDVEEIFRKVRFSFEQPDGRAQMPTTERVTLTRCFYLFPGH
# A350 autofl = qHTS Assay for Spectroscopic Profiling in A350 Spectral Region; Compound autofluorescence, 340/450 nm, Alexa 350 dye-equivalents; hits give high values; max dye-equivalent concentration, M; actives 11% (n = 59,000); in the data active means max dye-equivalent concentration above about 10 nM; inconclusive means mostly about 1.1 nM to 9.6 nM
# Rhodamine fluor = qHTS Assay for Spectroscopic Profiling in Rhodamine Spectral Region; Rhodamine-region fluorescence, 547/598 nm, Tris buffer; hits give high values; max dye-equivalent concentration, M; actives 0.05% (n = 59,000); in the data active means max dye-equivalent concentration above about 11 nM; inconclusive means between about 1.1 nM and that limit
#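 Intrinsic compound fluorescence, ex 547 / em 598 nm, CCD imager. Tris 100 mM pH 8.0; 15 min RT. Output = rhodamine dye-equivalent concentration at each compound concentration.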
# Casp7 inh = qHTS Assay for Allosteric/Competitive Inhibitors of Caspase-7; P55210; recombinant caspase-7, Ac-DEVD-AFC fluorescence rate; Potency, µM (top dose mostly 57.5 µM), for the others: at the highest dose activity change, negative = inhibition, actives largely listed as inhibitors; actives 0.02% (n = 75,000); AID 889, 2007; active means well fitted inhibition curve with a large enough effect in the main read-out, with a control signal flat, not every such curve was filed as active; inconclusive means small, poorly fitted or top-dose-only effect, or a change in a side signal; further: potency means the concentration at half of the fitted maximal effect; % of control where 0% means no effect
# USP2a inh = qHTS Assay for Inhibitors of Ubiquitin-specific Protease USP2a. Ubiquitin carboxyl-terminal hydrolase 2 (Homo sapiens), O75604. USP2a enzymatic assay, qHTS inhibition. Potency, µM (titrated, usually from 38.3 µM), for the others: at the highest dose activity change, negative = inhibition, hits mostly inhibitors. actives 0.1% (n = 60,000). AID 927, 2007;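 further: potency means the concentration at half of the fitted maximal effect; nearly all actives have a fitted effect of over 60% in size; plate controls were DMSO for no effect and NEM full inhibition control for full effect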
# Target sequence (O75604 whole entry, looked up): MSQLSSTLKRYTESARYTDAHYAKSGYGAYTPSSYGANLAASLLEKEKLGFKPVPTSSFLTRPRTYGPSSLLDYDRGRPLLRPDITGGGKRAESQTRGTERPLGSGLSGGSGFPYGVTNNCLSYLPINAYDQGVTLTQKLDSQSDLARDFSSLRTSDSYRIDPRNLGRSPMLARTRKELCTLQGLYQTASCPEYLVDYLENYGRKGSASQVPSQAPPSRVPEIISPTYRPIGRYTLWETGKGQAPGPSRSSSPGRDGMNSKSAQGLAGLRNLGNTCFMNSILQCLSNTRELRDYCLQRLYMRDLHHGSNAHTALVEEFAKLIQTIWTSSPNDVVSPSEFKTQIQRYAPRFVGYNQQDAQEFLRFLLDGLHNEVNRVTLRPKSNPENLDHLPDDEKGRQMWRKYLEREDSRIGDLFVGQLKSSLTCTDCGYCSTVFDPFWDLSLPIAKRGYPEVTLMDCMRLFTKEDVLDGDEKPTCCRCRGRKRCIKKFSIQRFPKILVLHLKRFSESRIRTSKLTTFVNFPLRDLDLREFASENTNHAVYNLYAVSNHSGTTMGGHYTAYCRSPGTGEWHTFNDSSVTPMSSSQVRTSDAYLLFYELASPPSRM
#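 USP2 core (20 nM final) was preincubated with compound for 30 min at RT in 20 mM Tris-HCl pH 8.0, 2 mM CaCl2, 2 mM beta-mercaptoethanol; Ub-PLA2 (20 nM) plus NBD C6-HPC (20 uM) then added, fluorescence read after 2.5 h.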
# Numbers without * were called inactive; i = inactive; ? = inconclusive; · = not tested or not shown; [ ] = another dose, or the depositor's remark. Unless noted, the call rests on the fitted dose curve; in most records, active means well fitted curve in the direction sought with a large enough effect; inconclusive means small, poorly fitted or top-dose-only effect, or another doubt; inactive means no such curve, though single readings can be large; an effect the other way counts as inactive or inconclusive. Only part of the results is shown; rates above refer to the full screens.
SMILES,BRCT inh green,BRCT inh red,4MU fluor,TexasRed autofl,Fluorescein fluor,HEK293 cAMP ctrl,Casp1 inh,A350 autofl,Rhodamine fluor,Casp7 inh,USP2a inh
CC(C)=NOCc1cccc(-c2cc(-c3ccccc3)no2)c1,1.7%[15.4 µM],1.4%[15.4 µM],·,·,·,?,-1%[11.5 µM],·,·,1%[11.5 µM],·
COc1ccc(S(=O)(=O)N2CCN(c3c(C)cccc3C)CC2)cc1OC,-0.4%,-1.1%,·,·,·,?,-3%,·,·,-1%,·
CN1CCN(C(=O)N2c3ccccc3C=Cc3ccccc32)CC1,-2.1%,1.2%,·,·,·,8%,2%,·,·,0%,·
NC(=O)C1(N2CCCCC2)CCN(C(=O)c2ccccc2)CC1,-3.8%,0.2%,·,·,·,2%,-1%,·,·,2%,·
COc1ccc(N2CCn3c2nc2c3c(=O)n(CCc3ccccc3)c(=O)n2C)cc1,0.2%,-0.7%,i,i,i,-2%,-1%,i,i,0%,5%
CCc1ccc(OC)c(S(=O)(=O)NCCOc2ccccc2)c1,-1.0%,-1.8%,i,?,?,19%,-2%,i,i,-1%,3%
CCOC(=O)C1CCCN(C(=O)Cc2c(C(=O)O)[nH]c3ccccc23)C1 (stereo unspecified),-0.4%,0.7%,i,i,i,0%,1%,i,i,0%,-6%
CCCCOc1ccc(-c2nc(-c3cccnc3)no2)cc1,-2.3%,-5.3%,·,·,·,6%[11.4 µM],0%,·,·,-1%,4%[7.66 µM]
O=C(NCCc1ccccc1)C1CCCN(S(=O)(=O)c2cccc3nsnc23)C1 (stereo unspecified),-2.1%,0.3%,i,i,i,18%,0%,i,i,-2%,6%
O=C(NCCn1cc(SCC(=O)N2CCOCC2)c2ccccc21)c1ccccc1,-2.1%,1.6%,·,·,·,6%,-4%,·,·,1%,·
COC(=O)COc1nc(C)c(Br)c(OC)n1,-0.5%,-0.6%,i,i,?,1%,0%,i,i,0%,6%
O=C(CCn1c(=O)[nH]c2ccccc2c1=O)N1CCN(c2cccc(C(F)(F)F)c2)CC1,-0.1%,-0.3%,i,i,i,8%,0%,i,i,-1%,30%
CC(C)c1nc(SCc2c(F)cccc2Cl)c2c(=O)n(C)c(=O)n(C)c2n1,-0.8%,0.6%,·,·,·,6%,-1%,·,·,0%,·
C=CCn1sc(=N)c(C#N)c1N,-0.4%,-1.7%,i,i,i,9%,-7%,i,i,-2%,1%
COC(=O)C1CCN(C(=O)N2CCOCC2)CC1,-2.0%,-1.2%,i,i,i,2%,0%,i,i,-2%,-4%
Nc1nsc2ccccc12,-1.7%,0.8%,i,i,?,9%,-1%,i,i,1%,-2%
CC(C)N(CCc1ccncc1)C(=O)Nc1ccc(Cl)c(Cl)c1,-1.5%,0.7%,·,·,·,27%,-1%,·,·,-1%,·
CC(C)(C)NS(=O)(=O)c1ccc(CCC(=O)NCc2ccco2)cc1,-1.6%,-3.5%,i,i,?,19%,-2%,i,i,-1%,7%
Cn1ccnc1SCC(=O)Nc1ccc2c(c1)COC2=O,-0.7%,0.3%,i,i,i,-1%,-1%,i,i,-6%,8%
NC(=O)COC(=O)CCCc1c[nH]c2ccccc12,-2.8%,0.3%,i,i,i,25%,3%,i,i,0%,2%
CC(C)C[C@H](NC(=O)Nc1cccc(C(F)(F)F)c1)C(=O)O,-1.9%,-0.1%,i,i,?,5%,1%,i,i,1%,-15%
CC(=O)c1cccc(NC(=O)N2C3CCC2CC(O)(c2cccnc2)C3)c1 (stereo unspecified),-1.4%,1.3%,i,i,i,5%,0%,i,i,0%,0%
Cc1onc(-c2ccccc2)c1C(=O)Nc1ccc(S(=O)(=O)N2CCCCC2)cc1,0.0%,-0.8%,·,·,·,0%,-3%,·,·,-2%,·
COc1ccc(OC)c(NC(=O)Cn2cc(C#N)c3ccccc32)c1,-0.6%,-1.8%,i,i,i,3%,0%,i,i,-7%,20%
CCOC(=O)C1=C(c2ccccc2)OC(N)=C(C#N)C1c1ccco1 (stereo unspecified),1.1%,-0.4%,i,i,?,14%,-2%,i,i,0%,-4%

# Continued:
SMILES,BRCT inh green,BRCT inh red,4MU fluor,TexasRed autofl,Fluorescein fluor,HEK293 cAMP ctrl,Casp1 inh,A350 autofl,Rhodamine fluor,Casp7 inh,USP2a inh
CCOc1ccc2c(c1)c1nnc(SCC(=O)N3CCCCC3C)nc1n2C (stereo unspecified),-1.1%,0.7%,i,i,?,-14%,4%,i,i,0%,18%
CCn1c(=O)c2c(nc3n2CC(C)CN3CCc2ccccc2)n(C)c1=O (stereo unspecified),-6.3%,0.6%,i,i,i,-3%,-2%,i,i,0%,8%
O=C(CSc1nnnn1-c1ccccc1)N1CCN(C(=O)c2ccco2)CC1,-1.2%,-0.6%,i,?,?,-3%,2%,i,i,7%,-5%
Cc1nnc(NC(=O)c2ccc(C)c(S(=O)(=O)N3CCCCCC3)c2)s1,1.7%,0.9%,i,i,i,24%,-1%,i,i,-3%,2%
CCOC(=O)N1CCN(c2cc(=O)n(-c3ccccc3Cl)c(=O)[nH]2)CC1,0.1%,-0.3%,·,·,·,?,-4%,·,·,2%,·
CC(C)OC(=O)CSc1nnc(-c2cnccn2)n1C,-3.3%,0.3%,i,i,?,-1%,0%,i,i,-2%,1%
CCOC(=O)C(C)Sc1nc2c([nH]c3ccccc32)c(=O)n1C (stereo unspecified),-1.8%,0.4%,i,i,i,?,-1%,i,i,0%,3%
CCOc1ccc(-c2nc(C#N)c(NC3CC3)o2)cc1,-2.1%,-0.1%,·,·,·,-6%,-3%,·,·,-1%,·
O=C(c1ccc(S(=O)(=O)N2CCCC2)cc1)N1CCN(Cc2ccc3c(c2)OCO3)CC1,0.6%,0.3%,i,i,i,-5%,-8%,i,i,-2%,13%
CCOC(=O)NC1C=CS(=O)(=O)C1 (stereo unspecified),0.0%,-1.6%,i,i,i,3%,1%,i,i,-1%,-5%
Cc1cc(N2CCN(C3CCCCC3)CC2)n2nc(C)nc2n1,-1.9%,-0.4%,·,·,·,-4%,3%,·,·,-4%,·
CS(=O)(=O)N1CCC(C(=O)NCCC2=CCCCC2)CC1,-0.1%,1.0%,i,i,?,4%,0%,i,i,-2%,4%
Cc1cc(NC(=O)Cn2nc(C(F)(F)F)c3c2CCC3)no1,-2.4%,1.6%,i,i,?,2%,0%,i,i,2%,3%
COC(=O)c1cn(CC(=O)NC2CCCCC2)c2ccccc12,1.7%,0.6%,i,i,i,2%,1%,i,i,1%,-3%
CC[N+](CC)(CC)CC,-2.8%,-2.0%,?,i,i,?,1%,?,i,2%,-3%
O=C(C1CC(c2ccc(F)cc2)=NO1)N1CCc2ccccc2C1 (stereo unspecified),-2.7%,-1.3%,·,·,·,24%,-2%,·,·,-5%,·
CCCC(=O)Nc1cc(C)c(NC(=O)c2ccncc2)cn1,-1.5%,-1.6%,i,i,i,0%,2%,i,i,0%,-2%
CCOc1cccc(C(=O)c2ccc(O)c(O)c2O)c1,1.2%[3.08 µM],0.2%,·,·,·,·,-2%,·,·,-13%,4%
CCOC(=O)c1ccccc1NC(=O)Cn1cnc2c(cnn2-c2ccc(F)cc2)c1=O,-4.0%,-3.5%,i,i,i,?,0%,i,i,-1%,-6%
COc1ccc(OC)c(NC(=O)Cn2c(=O)oc3ccccc32)c1,0.0%,0.9%,i,i,i,14%,0%,i,i,0%,3%
COc1ccc(Cl)cc1Nc1nc(N2CCCC2)nc(N2CCCC2)n1,-0.5%,0.3%,·,·,·,1%[11.4 µM],0%,·,·,1%,-3%[7.66 µM]
CN1C(=S)SC(C)(NO)C1(C)C (stereo unspecified),-5.5%,-0.6%,i,i,i,5%,-2%,i,i,0%,-6%
CC1(C(=O)O)CCC(C(=O)Nc2ccccc2)C1(C)C (stereo unspecified),0.3%,-0.6%,i,i,i,1%,0%,i,i,1%,-3%
Cc1cc(C(F)F)n2nc(C(=O)O)nc2n1,-0.9%,0.2%,i,i,i,-1%,3%,i,i,-1%,-8%
CN(c1ccc(C(=O)NCc2ccncc2)cc1)S(C)(=O)=O,0.9%,-0.6%,i,i,i,7%,1%,i,i,0%,-4%

# Compounds from the list above with a CF3 group (3):
SMILES,BRCT inh green,BRCT inh red,4MU fluor,TexasRed autofl,Fluorescein fluor,HEK293 cAMP ctrl,Casp1 inh,A350 autofl,Rhodamine fluor,Casp7 inh,USP2a inh
O=C(CCn1c(=O)[nH]c2ccccc2c1=O)N1CCN(c2cccc(C(F)(F)F)c2)CC1,-0.1%,-0.3%,i,i,i,8%,0%,i,i,-1%,30%
CC(C)C[C@H](NC(=O)Nc1cccc(C(F)(F)F)c1)C(=O)O,-1.9%,-0.1%,i,i,?,5%,1%,i,i,1%,-15%
Cc1cc(NC(=O)Cn2nc(C(F)(F)F)c3c2CCC3)no1,-2.4%,1.6%,i,i,?,2%,0%,i,i,2%,3%

# From PubChem BioAssay
